Anesthetic bind – candidate novel general anesthetic via apoferritin binding. P02791. apoferritin/1-aminoanthracene competitive binding, fluorescence. Potency, µM (titrated, usually from 77.5 µM), inactives show top-dose activity change, negative = displacement, most hits filed as inhibitors. 350,000 tested, 0.074% active; further: potency means the concentration at half of the fitted maximal effect; on the % scale 0 is the no-effect control and ±100 the full control effect; nearly all actives have a fitted effect of over 20% in size
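Horse-spleen apoferritin (10 uM) in 50% saturated 1-aminoanthracene in PBS was incubated 10 min at room temperature with compound. Fluorescence (ex 380, em 535 nm) was normalized to free and bound 1-AMA, with concentration-response fitted by a four-parameter Hill equation.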
POLH inh – inhibitors of human DNA polymerase eta | Q9Y253 | recombinant Pol eta, fluorescent DNA replication assay | Potency, µM (highest dose often 114 µM), for inactives: top-dose activity change, negative = inhibition, hits mostly inhibitors | 390,000 tested, 1.2% active | AID 588591; further: potency means the concentration at half of the fitted maximal effect; on the % scale 0 is the no-effect control and ±100 the full control effect
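Pol eta (10 nM) was preincubated with compounds for 15 min at room temperature, after which fluorescent replication substrate (50 nM final) was added to start the reaction. Fluorescence was read kinetically at 0 and 10 min.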
ERG Ets-DNA blk – blocks human ERG Ets domain binding to DNA; P11308; fluorescence polarization, His-ERG Ets domain / labelled DNA; Potency, µM (titrated, usually from 76.9 µM), for inactives: top-dose FP activity, negative = inhibition, hits mostly inhibitors; 370,000 tested, 0.028% active; AID 624246; active means well fitted inhibition curve with a large enough effect in the polarisation, with a control signal flat; inconclusive means small, poorly fitted or top-dose-only effect, or effect the other way, or a change in a side signal; inactive means no such curve, though single readings can be large or run the other way; the % refers to the polarisation;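 further: polarization taken with two DNA probes labelled with fluorescein and Texas red; potency means the concentration at half of the fitted maximal effect; % of control where 0% means no effect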
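His-tagged ERG Ets domain (1 uM in the protein solution; 300mM KCl, 50mM Tris-HCl, 1mM EDTA, 1mM DTT, pH 7.5) received compound, then a probe mix of 5 nM fluorescein-DNA and 100nM Texas-615-DNA. Fluorescence polarization was read for both dyes.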
RGS4 inhibitor – blocks human RGS4-accelerated GTP hydrolysis; AID 504845; 390,000 tested, 0.039% active; P49798; Potency, µM (top dose mostly 114 µM), for inactives: at the highest dose activity change, negative = inhibition, hits mostly inhibitors; Transcreener GDP fluorescence polarization, RGS4-accelerated GTP hydrolysis; further: potency means the concentration at half of the fitted maximal effect; on the % scale 0 is the no-effect control and ±100 the full control effect; nearly all actives have a fitted effect of over 75% in size; some results filed as inactive show a strong effect at the top dose
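MLSMR compounds (23 nl, pin-transferred) preincubated 10 min at room temperature with a 500nM (2x) first reagent, then RGS4 at 900nM (2x) plus Transcreener GDP mix added; fluorescence polarization (620/688 nm) read before and after 90 min at 30 °C.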
APE1 inh – blocks human APE1 abasic DNA cleavage; P27695; recombinant APE1, TAMRA/BHQ-2 abasic DNA cleavage fluorescence; Potency, µM (doses to about 65.8 µM), without a hit: top-dose activity change, negative = inhibition, usual class: inhibitors; 350,000 tested, 0.35% active; AID 2517;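 further: potency means the concentration at half of the fitted maximal effect; plate controls were vehicle for no effect and reference inhibitor for full effect; nearly all actives have a fitted effect of over 55% in size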
Target sequence (P27695 whole entry, looked up): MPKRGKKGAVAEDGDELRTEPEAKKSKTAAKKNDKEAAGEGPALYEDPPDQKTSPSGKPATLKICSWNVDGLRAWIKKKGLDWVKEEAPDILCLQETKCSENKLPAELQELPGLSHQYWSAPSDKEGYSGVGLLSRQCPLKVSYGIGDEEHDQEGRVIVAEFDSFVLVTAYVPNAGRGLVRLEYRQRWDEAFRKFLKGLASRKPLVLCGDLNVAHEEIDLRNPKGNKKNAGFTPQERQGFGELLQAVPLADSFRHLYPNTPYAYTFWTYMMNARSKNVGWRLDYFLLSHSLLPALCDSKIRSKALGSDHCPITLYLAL
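Quantitative HTS: incision of a TAMRA/BHQ-2 double-stranded substrate bearing a tetrahydrofuran abasic site by 0.75 nM APE1 raises fluorescence. Substrate 50 nM final, added after 15 min compound preincubation at room temperature; progress as third-minus-first kinetic read difference.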
POLK inh – DNA polymerase kappa (human) inhibition | Q9UBT6 | purified Pol kappa, fluorescent DNA synthesis assay, 10 min | Potency, µM (titrated, usually from 107 µM), inactives show top-dose activity, negative = inhibition, most hits filed as inhibitors | 400,000 tested, 0.53% active; further: potency means the concentration at half of the fitted maximal effect; on the % scale 0 is the no-effect control and ±100 the full control effect
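10 nM Pol kappa was preincubated with compounds for 15 min at room temperature. Reaction started with 50 nM (final) substrate. Fluorescence read kinetically at 0 and 10 min.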
Pol beta inh – DNA polymerase beta (human) inhibition; P06746; Pol beta primer extension/strand displacement, fluorescence kinetic; Potency, µM (titrated, usually from 114 µM), for inactives: at the top dose activity change, negative = inhibition, hits mostly inhibitors; 340,000 tested, 1.3% active; further: potency means the concentration at half of the fitted maximal effect; on the % scale 0 is the no-effect control and ±100 the full control effect
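Preincubation: enzyme (10 nM) with compound, 15 min, RT. Reaction: substrate added to 50 nM final. Reads: 0 and 10 min. Analysis: normalized, Hill fit.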
LDHA block – LDHA (human) enzyme inhibition | P00338 | purified LDHA, NADH/diaphorase-resazurin fluorescence; hits give low values | activity change, % (values are at about 110 or 230 µM) | 480,000 tested, 0.15% active; in the data active means activity change below about -30%; inconclusive means mostly about -25% to -30%;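 further: plate controls were DMSO wells for no effect and wells without enzyme for full effect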
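Resorufin fluorescence (ex540/em590), read at 0 and 20 min after diaphorase/resazurin addition, reports the NADH left after a 5 min room-temperature reaction of 2 nM human LDH5 with 0.06 mM NADH and 0.2 mM pyruvate.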
12-LOX inh – inhibitors of human 12S-lipoxygenase ALOX12. P18054. purified 12hLO, xylenol orange hydroperoxide absorbance. Potency, µM (top dose mostly 108 µM), inactives show top-dose activity change, negative = inhibition, most hits filed as inhibitors. 580,000 tested, 1.1% active. AID 1671190; further: potency means the concentration at half of the fitted maximal effect; on the % scale 0 is the no-effect control and ±100 the full control effect
Target sequence (P18054 whole entry, looked up): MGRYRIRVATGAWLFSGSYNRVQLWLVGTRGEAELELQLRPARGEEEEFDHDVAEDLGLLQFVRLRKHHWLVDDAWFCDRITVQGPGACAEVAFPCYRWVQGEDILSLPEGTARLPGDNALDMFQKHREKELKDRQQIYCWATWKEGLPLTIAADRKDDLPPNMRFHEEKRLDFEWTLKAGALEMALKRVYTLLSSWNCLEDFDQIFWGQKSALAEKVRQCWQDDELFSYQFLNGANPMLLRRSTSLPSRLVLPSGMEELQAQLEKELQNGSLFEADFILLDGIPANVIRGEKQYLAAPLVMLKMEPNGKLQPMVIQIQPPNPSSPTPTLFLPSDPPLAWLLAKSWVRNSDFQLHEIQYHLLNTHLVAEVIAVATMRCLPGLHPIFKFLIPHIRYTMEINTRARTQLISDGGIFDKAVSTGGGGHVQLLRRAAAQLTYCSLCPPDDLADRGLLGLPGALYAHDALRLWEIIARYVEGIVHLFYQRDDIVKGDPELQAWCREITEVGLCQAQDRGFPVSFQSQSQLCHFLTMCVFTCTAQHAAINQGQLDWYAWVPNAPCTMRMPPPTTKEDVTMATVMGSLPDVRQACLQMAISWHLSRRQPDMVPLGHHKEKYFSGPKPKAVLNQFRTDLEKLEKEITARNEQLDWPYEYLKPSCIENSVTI
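Hydroperoxide product was detected by ferrous iron/xylenol orange as the 573 to 405 nm absorbance ratio. Arachidonic acid at 40 uM (final) was turned over for 30 min at room temperature by 150 nM human 12hLO, pH 7.0 Hepes buffer, after 15 min compound preincubation.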
* hit, by the source's call; & = joins results of further samples; [ ] = dose if it differs, or a comment. Unless noted, the call rests on the fitted dose curve; in most records, active means well fitted curve in the direction sought with a large enough effect; inconclusive means small, poorly fitted or top-dose-only effect, or another doubt; inactive means no such curve, though single readings can be large; an effect the other way counts as inactive or inconclusive. This is a subset (hit frequency here may not be typical).

What do the screens show for `Cc1cc(N2CCCCC2)nc2c(C)cccc12`?
Anesthetic bind: -6.5%; POLH inh: -11.4%; ERG Ets-DNA blk: -0.1%; RGS4 inhibitor: -2.5%; APE1 inh: 6.9%; POLK inh: -0.3%; Pol beta inh: -1.8%; LDHA block: -0.9; 12-LOX inh: -4.5%

How did Cc1cccc(NS(=O)(=O)c2ccc3c(c2)CCN3C(=O)C2CC2)c1C do in these assays?
Anesthetic bind: 3.7%; POLH inh: -23.7%; ERG Ets-DNA blk: 2.2%; RGS4 inhibitor: -2.9%; POLK inh: -22.8%; Pol beta inh: 1.7%; LDHA block: -8.3; 12-LOX inh: -10.2%

What do the screens show for `Cc1ccc(CNC(=O)c2ccc3c(c2)CCN3S(=O)(=O)c2ccc(Br)cc2)cc1`?
Anesthetic bind: -2.2%; POLH inh: -3.1%; ERG Ets-DNA blk: 5.7%; RGS4 inhibitor: -11.4%; POLK inh: -1.1%; Pol beta inh: 37.3%; LDHA block: -1.1; 12-LOX inh: inconclusive

How did Cc1cc(O)cc(O)c1C=NCc1ccco1 do in these assays?
Anesthetic bind: -15.8%; POLH inh: -10.4%; ERG Ets-DNA blk: 14.0%; RGS4 inhibitor: -14.3%; APE1 inh: -0.8%; POLK inh: -29.1%; Pol beta inh: 1.7%; LDHA block: 8.8; 12-LOX inh: 11.8%

What do the screens show for `COc1ccc(OCc2nc3c4cc(OC)c(OC)cc4nc(=S)n3[nH]2)cc1`?
Anesthetic bind: -7.5%; POLH inh: -15.7%; ERG Ets-DNA blk: -8.1%; RGS4 inhibitor: -37.6%; APE1 inh: 2.0%; POLK inh: -0.3%; Pol beta inh: 8.2%; LDHA block: 5.3; 12-LOX inh: -24.9%

Results for Cc1cccc(N2CCN(c3cc(C)nc4nnnn34)CC2C)c1 (centres undefined) ?
Anesthetic bind: -11.3%; POLH inh: -17.3%; ERG Ets-DNA blk: -0.6%; RGS4 inhibitor: 5.7%; APE1 inh: 4.3%; POLK inh: -19.1%; Pol beta inh: -12.7%; LDHA block: 13.0; 12-LOX inh: -0.8%

How did COc1ccc(C(=O)Nc2nnc(SCc3cc(=O)n4cc(Cl)ccc4n3)s2)cc1 do in these assays?
Anesthetic bind: -12.2%; POLH inh: -8.0%; ERG Ets-DNA blk: 0.6%; RGS4 inhibitor: 14.0%; POLK inh: -3.0%[60.1 µM]; Pol beta inh: 9.0%; LDHA block: -3.8; 12-LOX inh: 0.0%

Results for CCOC(=O)c1c(C)n(C)c2cc(Br)c(O)c(O)c12 ?
Anesthetic bind: -12.7%; POLH inh: -21.4%; ERG Ets-DNA blk: 9.4%; RGS4 inhibitor: -19.3%; APE1 inh: 0.2%; POLK inh: -9.1%; Pol beta inh: 19.3%; LDHA block: 11.0; 12-LOX inh: inconclusive

How did Clc1cccc(Cl)c1CSc1nnc(-c2sccc2-n2cccc2)o1 do in these assays?
Anesthetic bind: -23.4%; POLH inh: -9.1%; ERG Ets-DNA blk: -0.1%; RGS4 inhibitor: -25.4%; APE1 inh: 16.1%; POLK inh: -11.6%; Pol beta inh: 6.3%; LDHA block: -4.8; 12-LOX inh: 18.0%

Results for Cc1nn(-c2ccccc2)c(C)c1C(=O)NCc1ccc(S(N)(=O)=O)cc1 ?
Anesthetic bind: -3.4%; POLH inh: -2.6%; ERG Ets-DNA blk: 7.6%; RGS4 inhibitor: 15.7%; APE1 inh: 1.1%; POLK inh: -4.2%; Pol beta inh: 7.4%; LDHA block: -9.9; 12-LOX inh: 2.9%

How did O=C(CCc1ccc(S(=O)(=O)NC2CCCCC2)cc1)NCc1ccccc1 do in these assays?
Anesthetic bind: -13.2%; POLH inh: -13.6%; ERG Ets-DNA blk: 0.7%; RGS4 inhibitor: -50.6%; APE1 inh: 12.8%; POLK inh: 0.8%; Pol beta inh: 23.8%; LDHA block: 0.4; 12-LOX inh: 8.5%

How did COc1ccc(-c2coc3cc(OC(C)=O)ccc3c2=S)cc1 do in these assays?
POLH inh: -13.6%; ERG Ets-DNA blk: 2.4%; RGS4 inhibitor: -47.3%; POLK inh: -5.7%; LDHA block: -5.9; 12-LOX inh: inconclusive

What do the screens show for `Cc1c(NC(=O)CC(=O)Nc2c(C)n(C)n(-c3ccccc3)c2=O)c(=O)n(-c2ccccc2)n1C`?
Anesthetic bind: -4.6%; POLH inh: 11.6%; RGS4 inhibitor: -4.1%; APE1 inh: -1.7%; POLK inh: -8.4%[60.1 µM]; Pol beta inh: 30.2%; LDHA block: 3.7; 12-LOX inh: 0.5%

How did O=C(CNC(=O)c1ccccc1Cl)OCc1cc(=O)n2ccsc2n1 do in these assays?
Anesthetic bind: -16.9%; POLH inh: -6.4%; ERG Ets-DNA blk: 1.7%; RGS4 inhibitor: -42.7%; POLK inh: -24.1%; Pol beta inh: -1.1%; LDHA block: 0.2; 12-LOX inh: -18.5%

How did COc1ccc(NC(=O)C(=O)NNC(=O)C(C)Oc2ccc(Cl)cc2Cl)cc1 (centres undefined) do in these assays?
Anesthetic bind: -14.1%; POLH inh: 10.8%; ERG Ets-DNA blk: 3.1%; RGS4 inhibitor: 16.6%; APE1 inh: -3.1%; POLK inh: -12.4%; Pol beta inh: -1.2%; LDHA block: -16.1; 12-LOX inh: 3.2%

Results for COC(=O)C/C(O)=C(/N=Nc1cccc(C(F)(F)F)c1)C(=O)OC ?
Anesthetic bind: inconclusive; POLH inh: -2.7%; ERG Ets-DNA blk: -1.5%; RGS4 inhibitor: 22.0%; APE1 inh: 6.1%; POLK inh: -6.5%; Pol beta inh: -5.6%; LDHA block: -7.4; 12-LOX inh: -20.1%

Results for Cc1ccc(N=C2SC(C(=O)Nc3ccc(OC(F)(F)F)cc3)C(N)=C2C(=O)Nc2c(C)cc(C)cc2C)cc1 (centres undefined) ?
Anesthetic bind: -13.4%; POLH inh: inconclusive; ERG Ets-DNA blk: 3.4%; RGS4 inhibitor: -40.0%; APE1 inh: 1.6%; POLK inh: -22.5%; Pol beta inh: -20.3%; LDHA block: -4.4; 12-LOX inh: inconclusive

How did O=S1(=O)[C@H]2C[C@@H]3C=C[C@@]2(CN1Cc1cccc(F)c1)O3 do in these assays?
Anesthetic bind: -8.8%; POLH inh: 6.9%; ERG Ets-DNA blk: -7.0%; RGS4 inhibitor: 20.2%; APE1 inh: -3.5%; POLK inh: -5.5%&-1.8%; Pol beta inh: 3.3%; LDHA block: -10.9; 12-LOX inh: -0.1%

What do the screens show for `CCn1c(C(O)c2cccc(OC)c2OC)nc2ccccc21` (centres undefined)?
Anesthetic bind: -4.4%; POLH inh: -5.4%; ERG Ets-DNA blk: 15.3%; RGS4 inhibitor: -13.4%; APE1 inh: 2.0%; POLK inh: 0.9%; Pol beta inh: -19.5%; LDHA block: -4.6; 12-LOX inh: 4.7%

Results for Cc1cc(=O)oc2cc(OCC(=O)N/N=C/c3ccccc3O)ccc12 ?
Anesthetic bind: -9.6%; POLH inh: 17.8µM*; ERG Ets-DNA blk: 9.0%; RGS4 inhibitor: -37.4%; APE1 inh: 22.8%; POLK inh: -8.0%; Pol beta inh: 3.16µM*; LDHA block: -8.5; 12-LOX inh: 28.0%

What do the screens show for `N#CCC(=O)Nc1ccccc1C(=O)O`?
Anesthetic bind: -9.0%; POLH inh: -13.1%; ERG Ets-DNA blk: -2.4%; RGS4 inhibitor: -11.0%; APE1 inh: 2.7%; POLK inh: 3.7%; Pol beta inh: 37.9%; LDHA block: -1.9; 12-LOX inh: -26.2%

How did CC(=O)Nc1n[nH]c(-c2ccc(C)cc2)c1C do in these assays?
Anesthetic bind: -5.6%; POLH inh: 10.4%; ERG Ets-DNA blk: 13.4%; RGS4 inhibitor: 4.7%[11.4 µM]; APE1 inh: -1.8%; POLK inh: 7.3%; Pol beta inh: 2.1%; LDHA block: 1.4; 12-LOX inh: -0.2%

How did CCO[C@@H]1OC(C(=O)Nc2ccccc2)=C[C@H](c2coc3ccccc3c2=O)[C@H]1CCCO do in these assays?
Anesthetic bind: inconclusive; POLH inh: -16.3%; ERG Ets-DNA blk: -2.1%; RGS4 inhibitor: -7.7%; APE1 inh: -0.9%; POLK inh: 5.5%; Pol beta inh: 6.7%; LDHA block: -4.8; 12-LOX inh: -14.4%

An excerpt from above in order of length of the SMILES, low to high:
What do the screens show for `CCn1c(C(O)c2cccc(OC)c2OC)nc2ccccc21` (centres undefined)?
Anesthetic bind: -4.4%; POLH inh: -5.4%; ERG Ets-DNA blk: 15.3%; RGS4 inhibitor: -13.4%; APE1 inh: 2.0%; POLK inh: 0.9%; Pol beta inh: -19.5%; LDHA block: -4.6; 12-LOX inh: 4.7%

How did O=C(CCc1ccc(S(=O)(=O)NC2CCCCC2)cc1)NCc1ccccc1 do in these assays?
Anesthetic bind: -13.2%; POLH inh: -13.6%; ERG Ets-DNA blk: 0.7%; RGS4 inhibitor: -50.6%; APE1 inh: 12.8%; POLK inh: 0.8%; Pol beta inh: 23.8%; LDHA block: 0.4; 12-LOX inh: 8.5%

How did Cc1cccc(NS(=O)(=O)c2ccc3c(c2)CCN3C(=O)C2CC2)c1C do in these assays?
Anesthetic bind: 3.7%; POLH inh: -23.7%; ERG Ets-DNA blk: 2.2%; RGS4 inhibitor: -2.9%; POLK inh: -22.8%; Pol beta inh: 1.7%; LDHA block: -8.3; 12-LOX inh: -10.2%

Source: PubChem BioAssay
